PNC assembly inh: High Content Assay for Compounds that inhibit the Assembly of the Perinucleolar Compartment; activity change (PNC), negative = inhibition, % at 10 µM; AID 2417, 2010; actives 3.1% (n = 140,000); PC3M PTB-GFP, PNC prevalence imaging, 16 h; hits give low values;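 active = readout at or below -70, meaning at least 70% loss of cells showing the perinucleolar compartment, a nuclear body marking cancer cells; inconclusive = readout between -30 and a set limit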;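 note: plate controls were DMSO wells for no effect and camptothecin positive control wells for full effect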
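Compounds are pinned in duplicate onto adhered PC3M cells stably expressing GFP-tagged PTB and incubated 16 h at 37 C. Cells are then fixed, nuclei stained with Hoechst, and PNC-positive cells counted.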
IMPase cell inh: qHTS Assay for Identifying the Cell-Membrane Permeable IMPase Inhibitors; CHO-M1 cells, IP1 accumulation, HTRF TR-FRET ratio; Inositol monophosphatase 1 (Rattus norvegicus), P97697; AID 901, 2007; inhibition (IP1 accumulation), % at 46.1 µM; 120,000 tested, under 10 active; active = well fitted curve in the direction sought with a large enough effect in the signal ratio, not every such curve was filed as active; inconclusive = small, poorly fitted or top-dose-only effect, or a change in a side signal; inactive = no such curve, though single readings can be large or run the other way; the % refers to the signal ratio;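 note: cells stimulated with carbachol in lithium chloride buffer; plate controls were DMSO basal wells for no effect and reference inhibitor wells for full effect; higher means more IMPase inhibition seen as more IP1 and lower FRET ratio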
Target sequence (P97697 whole entry, looked up): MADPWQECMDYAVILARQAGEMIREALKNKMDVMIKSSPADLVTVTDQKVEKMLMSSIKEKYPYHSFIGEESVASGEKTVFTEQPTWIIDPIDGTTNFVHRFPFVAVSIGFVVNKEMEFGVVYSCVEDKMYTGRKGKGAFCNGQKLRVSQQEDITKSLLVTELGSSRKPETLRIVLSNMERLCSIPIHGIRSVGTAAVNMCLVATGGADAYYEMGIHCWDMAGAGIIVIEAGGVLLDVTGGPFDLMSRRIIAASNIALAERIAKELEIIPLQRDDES
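The IP-One HTRF competitive assay in carbachol-stimulated CHO-M1 cells quantifies cellular IP1. Compounds spanned up to 46 uM final, and activity is expressed as AC50 from concentration-response fits of the ratio and donor data.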
ALOX12 inhib: qHTS Assay for Inhibitors of 12-hLO (12-human lipoxygenase) | Potency, µM (titrated, usually from 57.1 µM), for inactives: at the highest dose activity change, negative = inhibition, usual class: inhibitors | AID 1452, 2008 | Polyunsaturated fatty acid lipoxygenase ALOX12 (Homo sapiens), P18054 | purified 12-hLO, xylenol orange hydroperoxide absorbance | actives 0.12% (n = 150,000); note: potency is the fitted concentration of half-maximal effect; nearly all actives have a fitted effect of over 55% in size; many of its hits are not listed in these tables
Target sequence (P18054 whole entry, looked up): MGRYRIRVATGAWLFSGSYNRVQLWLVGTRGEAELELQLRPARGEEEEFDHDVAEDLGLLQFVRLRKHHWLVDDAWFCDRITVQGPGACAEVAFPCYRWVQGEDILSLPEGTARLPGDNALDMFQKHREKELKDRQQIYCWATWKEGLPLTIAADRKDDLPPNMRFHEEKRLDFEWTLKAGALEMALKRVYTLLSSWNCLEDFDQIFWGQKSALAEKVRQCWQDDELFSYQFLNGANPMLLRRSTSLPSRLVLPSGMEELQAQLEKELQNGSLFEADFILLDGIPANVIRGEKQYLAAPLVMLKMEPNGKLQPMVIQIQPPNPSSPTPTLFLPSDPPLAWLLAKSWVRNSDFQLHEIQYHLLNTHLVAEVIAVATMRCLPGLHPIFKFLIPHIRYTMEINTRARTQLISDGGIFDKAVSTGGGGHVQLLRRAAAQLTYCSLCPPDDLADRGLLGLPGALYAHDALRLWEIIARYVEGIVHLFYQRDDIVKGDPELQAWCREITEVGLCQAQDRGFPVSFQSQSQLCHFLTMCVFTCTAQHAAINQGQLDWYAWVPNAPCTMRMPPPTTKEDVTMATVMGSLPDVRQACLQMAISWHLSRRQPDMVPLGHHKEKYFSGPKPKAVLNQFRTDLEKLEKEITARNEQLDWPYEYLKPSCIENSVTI
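Purified human 12hLO (150 nM final) was preincubated with compounds for 15 min at room temperature in 25 mM Hepes pH 7.0, 0.01% Triton X-100, then reacted with 40 uM arachidonic acid for 30 min. Hydroperoxide was detected with ferrous iron/xylenol orange.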
ALOX15B inhib: qHTS Assay for Inhibitors of 15-hLO-2 (15-human lipoxygenase 2) | Polyunsaturated fatty acid lipoxygenase ALOX15B (Homo sapiens), O15296 | purified 15hLO-2, xylenol orange hydroperoxide absorbance | Potency, µM (highest dose often 57.1 µM), for inactives: at the top dose activity change, negative = inhibition, usual class: inhibitors | actives 0.56% (n = 110,000); note: potency is the fitted concentration of half-maximal effect; nearly all actives have a fitted effect of over 60% in size; many of its hits are not listed in these tables
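Purified human 15hLO-2 (50 nM final) preincubated with compounds 15 min at room temperature in 25 mM Hepes pH 7.5, 0.01% Triton X-100, then 45 uM arachidonic acid added for 90 min; hydroperoxide detected via ferrous/xylenol orange, 573/405 nm absorbance ratio.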
An asterisk follows results filed as active; u = inconclusive; x = not tested or not shown; [ ] = dose if it differs, or a comment. Unless noted, calls come from the whole dose curve; as a rule, active = well fitted curve in the direction sought with a large enough effect; inconclusive = small, poorly fitted or top-dose-only effect, or another doubt; inactive = no such curve, though single readings can be large; an effect the other way counts as inactive or inconclusive. Unless noted, % is set by controls: 0 for no effect and ±100 for the full control effect. An excerpt, so the mix of outcomes need not match the whole.

IMPase cell inh	ALOX12 inhib	PNC assembly inh	ALOX15B inhib	smiles
1	-4%	29	2%	CC1(C)NC(=O)N(CCOc2ccc3c(c2)CCC3)C1=O
3	6%	36	-8%	O=c1c2c3c(sc2nc2n1CCCC2)CCC3
5	-1%	-88*	35%[activator]	COc1ccc(OC)c(NC(=O)C2CCN(Cc3cnn(-c4ccccc4)c3-n3cccc3)CC2)c1
-7	2%	x	2%	CC(=O)OC1CCC2(C)C(CCC3(C)C2C(=O)C=C2C4CC(C)(C(=O)OCCN5CCCCC5)CCC4(C)CCC23C)C1(C)C (stereo not given)
-3	0%	18	3%	COc1ccc(C(=O)Nc2cccc(-c3cnc4ccccc4n3)c2)cc1
x	-2%	u	x	O=C(NC(=S)NNC(=O)c1ccccc1O)c1ccco1
-13	-7%	18	2%[2.29 µM]	CC(C)NC(=O)c1cc(=O)n(C)c(=O)n1C
-10	-3%	-18	x	COc1ccc(N(CC(=O)Nc2cccc(C(F)(F)F)c2)S(C)(=O)=O)cc1
x	2%	u	x	O=C(/C=C/c1cccs1)c1ccc(NC(=O)c2ccccc2F)cc1
2	0%	-5	8%	COc1cccc2c(=O)n(CC(=O)N3CCCCCC3)ccc12
x	-1%	-113*	x	O=C1CN(C(=O)CSc2nc(-c3ccc(Cl)cc3)cs2)c2ccccc2N1
-2	4%	-14	-2%	CCNC(=O)c1cc(Br)ccc1Cl
2	-9%	-26	5%	O=C(COc1ccc(S(=O)(=O)N2CCCCC2)cc1)NC1CCCCC1
x	4%	20	x	Cc1ccc(NC(=O)Cc2c(Cl)cccc2Cl)cc1S(=O)(=O)N(C)C
3	3%	9	4%	CCN1C(=O)N(CN2CCOCC2)C2C1N(CN1CCOCC1)C(=O)N2CC (stereo not given)
-3	0%	0	-1%	Cc1ccccc1CN1CCN(CC(=O)NCc2ccccn2)C1=O
14	2%	x	-14%	C=C(CO)C1Cc2c(ccc3c2OC2COc4cc(OC)c(OC)cc4C2C3=O)O1 (stereo not given)
-3	-18%	u	50%[activator]	COc1cc(Br)cc(CN2CCN(C/C=C/c3ccccc3)CC2)c1O
4	9%	5	3%	COC1(OC)C(=N/O)/C(=N\O)CCC1O (stereo not given)
x	-2%	5	x	CCCN1CNC(=S)N(CC2CCCO2)C1 (stereo not given)
-2	-1%	-2	-3%	CC(C)(C)NC(=O)CCN1CCOCC1
9	4%	1	-17%	COCCNC(=O)C(c1cccs1)N(C(=O)Cn1nnc2ccccc21)c1ccc2c(c1)OCO2 (stereo not given)
-2	-1%	35	-3%	N#CCCN(Cc1cccnc1)C(=O)Nc1cccc(Cl)c1
x	2%	-9	x	CC(=O)N1N=C(N)SC1c1cccc([N+](=O)[O-])c1 (stereo not given)
u	1%	10	x	C(=C\c1ccccc1)/C=N/Nc1nc2ccccc2[nH]1
-1	6%	u	-14%	CCOC(=O)c1sc(NC(=O)c2cccs2)nc1C
11	-9%	22	5%	CC(c1cccs1)N(Cc1ccco1)C(=O)Nc1ccc(Cl)c(Cl)c1 (stereo not given)
6	-8%	-7	-3%	Cc1cc(C(=O)NN)c2cc(Br)ccc2n1
x	-1%	-3	x	Clc1ccc(Cn2ncc3c(NCc4ccccc4)ncnc32)c(Cl)c1
-8	0%	-5	x	CCC(=O)Nc1cccc(NC(=S)NC(=O)c2ccc(Cl)cc2)c1

Profiles, looked up by structure. Order of screens: IMPase cell inh	ALOX12 inhib	PNC assembly inh	ALOX15B inhib
`COCCNC(=O)C(c1cccs1)N(C(=O)Cn1nnc2ccccc21)c1ccc2c(c1)OCO2` (stereo not given) reads 9	4%	1	-17%
`CC(=O)N1N=C(N)SC1c1cccc([N+](=O)[O-])c1` (stereo not given) reads x	2%	-9	x

Next entries follow:
IMPase cell inh	ALOX12 inhib	PNC assembly inh	ALOX15B inhib	smiles
x	u	-12	x	Cc1cccc(C(=O)NC(=S)Nc2ccc(N3CCOCC3)cc2)c1
7	-1%	-14	4%	COc1ccc(NC(=O)c2cnc3sccn3c2=O)cc1
-8	-2%	8	3%	COc1ccc(CNC(=O)Cc2ccc(OC)c(S(=O)(=O)N3CCOCC3)c2)cc1
1	-3%	-27	-14%	CCOc1ccc2[nH]c(=S)[nH]c2c1
x	-2%	30	x	COc1ccc(/C(C)=N/OCC(=O)N=Nc2c(O)[nH]c3ccccc23)cc1
19	-14%	40	33%[activator]	Clc1ccc(Cn2ncc3c(NCc4ccco4)ncnc32)c(Cl)c1
-6	1%	-14	1%	Cc1ccc(NC(=O)c2ccccc2Cl)c(Cl)c1
13	2%	71	-7%	Cc1cccc(C)c1OC1(c2ccccc2)OC(=O)c2ccccc21 (stereo not given)
-17	-3%	20	6%	O=C(O)c1n[nH]c2c1CCCC2
-7	4%	39	0%	O=C(O)CN=C(NS(=O)(=O)c1ccc(Cl)cc1)c1ccccc1
x	-2%	-87*	x	C/C(=N/NC(=O)c1ccoc1C)c1ccc(NC(=O)C2CCCC2)cc1
5	2%	u	-1%	CC(C)CCN1C(=O)c2ccc(C(=O)NCc3ccco3)cc2C1=O
x	-2%	32	x	COCCOC(=O)C1=C(C)NC(=O)NC1/C=C/c1ccccc1 (stereo not given)
-5	0%	36	-1%	CC(CNC(=O)C(C)C)NC(=O)C(C)C (stereo not given)
4	-2%	12	16%	COc1ccc(Nc2nc(N3CCCCC3)nc(N3CCCCC3)n2)c(OC)c1
5	-10%	-19	-4%	O=C(OCCN1CCOCC1)c1cccs1
u	0%	-28	x	O=S(=O)(NCCC(c1ccc(F)cc1)c1ccco1)c1ccccc1 (stereo not given)
2	-6%	-17	-2%	CCn1c(=NC(=O)CSC(C)=O)sc2cc(F)ccc21
-1	3%	-24	-5%	CCC(C)Sc1nc2c(cnn2-c2ccc(C)c(C)c2)c(=O)[nH]1 (stereo not given)
10	2%	34	-2%	CC(=O)Nc1ccc(NC2(C)C(=O)c3ccccc3C2=O)cc1
2	6%	-8	0%	CCN(CC)S(=O)(=O)c1cccc2cccnc12
-11	1%	32	4%	Cc1cc(C)c2c(=O)[nH]c(SCC(=O)NCc3ccccc3)nc2n1
x	-1%	52	x	O=C(COC(=O)COc1ccc2ccccc2c1)Nc1cc(C(F)(F)F)ccc1N1CCOCC1
x	3%	x	-9%	COc1cccc2c1CCC1=CC(=O)CC[C@@]12C
u	-4%	10	15%	O=C(Cn1c(CN2CCCCC2)nc2ccccc2c1=O)NC1CCCCC1
-21	0%	-87*	3%	COc1cccc2[nH]c3c(=O)n(CCN(C)C)cnc3c12
-6	-4%	-12	x	COc1ccc(N2CCN(C(=O)Cc3ccc(-n4c(=O)[nH]c5ccccc5c4=O)cc3)CC2)cc1
-3	-3%	-1	1%	c1ccc(CNC2=NCCCCC2)cc1
x	-5%[0.00818 µM]	x	-12%[0.0915 µM]	O=S(=O)(c1ccccc1)N(CC(F)(F)F)c1ccc(C(O)(C(F)(F)F)C(F)(F)F)cc1
5	0%	-14	-13%	CCNC(=O)CC1C(=O)N(c2ccc(C)cc2)C(=O)N1CCc1ccc(OC)c(OC)c1 (stereo not given)

The list goes on (five carried over from the part before).
IMPase cell inh	ALOX12 inhib	PNC assembly inh	ALOX15B inhib	smiles
-21	0%	-87*	3%	COc1cccc2[nH]c3c(=O)n(CCN(C)C)cnc3c12
-6	-4%	-12	x	COc1ccc(N2CCN(C(=O)Cc3ccc(-n4c(=O)[nH]c5ccccc5c4=O)cc3)CC2)cc1
-3	-3%	-1	1%	c1ccc(CNC2=NCCCCC2)cc1
x	-5%[0.00818 µM]	x	-12%[0.0915 µM]	O=S(=O)(c1ccccc1)N(CC(F)(F)F)c1ccc(C(O)(C(F)(F)F)C(F)(F)F)cc1
5	0%	-14	-13%	CCNC(=O)CC1C(=O)N(c2ccc(C)cc2)C(=O)N1CCc1ccc(OC)c(OC)c1 (stereo not given)
6	-3%	-7	15%	CCOC(=O)N1CCC(NC(=O)CSCc2cnn(-c3ccccc3)c2-n2cccc2)CC1
10	4%	u	30%	Cc1cc(C)nc(Nc2n[nH]c(-c3ccccc3Br)n2)n1
x	-3%	-83*	x	O=C(CSCc1c(Cl)cccc1Cl)Nc1ccc2c(c1)OCCO2
0	-1%	-4	4%	O=C(Nc1cccnc1)c1scc2c1OCCO2
x	0%	-9	x	COc1cc(OC)cc(C(=O)NCC(=O)OCC(=O)c2cc(C)n(Cc3ccco3)c2C)c1
2	4%	-109*	-4%	Cc1cc(NC(=O)CSC2=NCCS2)no1
4	-3%	-11	1%	COc1cccc(C(=O)NC2CCN(C(=O)N3CCCCC3)CC2)c1
7	-5%	u	25%	Cc1c(C)n(C(=O)CN2CCN(c3ccccc3)CC2)c2ccccc12
0	2%	17	-6%	O=C(Cn1cnc2ccccc2c1=O)Nc1nnc(SCc2ccccc2)s1
-6	2%	-21	x	COc1ccc(C)cc1NC(=O)C(OC(=O)CNC(=O)c1cccc(F)c1)c1ccccc1 (stereo not given)
2	6%	-15	-2%	CCc1nnc(NC(=O)C(=O)NCCOC(=O)c2ccccc2)s1
1	-14%	-26	x	Cc1c(NC(=O)/C(C#N)=C/c2ccc(-c3cccc(Cl)c3)o2)c(=O)n(-c2ccccc2)n1C
-1	4%	-24	5%	O=C(CSc1nnc(-c2ccccc2)n1-c1ccccc1)NCc1ccco1
x	-27%[0.00818 µM]	x	37%[activator][0.0915 µM]	CSc1ccc([C@H]2CN3CCC[C@H]3c3ccccc32)cc1
1	1%	u	-1%	N=c1ncn(CC(O)CO)c2nc(N3CCOCC3)[nH]c12 (stereo not given)
12	-4%	-10	4%	O=C(c1n[nH]c(=O)c2ccccc12)N1CCN(c2ccc(F)cc2)CC1
-10	-4%	-29	-2%	CCOC(=O)C1CCN(C(=O)COC(=O)CCOc2ccc(C)cc2)CC1
13	14%	u	0%	COc1ccc(C2=Nn3c(nnc3C3CCCCC3)SC2)cc1OC
-3	0%	8	46%[activator]	Brc1ccc2nc(CSc3ncn[nH]3)cn2c1
24	-7%	-15	5%	OCCn1c(-c2ccc3c(c2)OCO3)csc1=Nc1ccccc1
x	3%	u	x	COc1ccccc1OCC(=O)NCCSCc1ccccc1Cl
5	-5%	-6	-4%	Nc1cc(C(=O)O)ccc1N1CCCCCC1
0	-2%	12	2%	COC(=O)CNC(c1ccccc1)c1cc(Br)ccc1NC(=O)OCc1ccccc1 (stereo not given)
11	-2%	16	2%	FC(F)(F)C(F)(F)C(F)(F)c1nnc2ccc(N3CCOCC3)nn12
-5	8%	17	x	CC1(c2cccc3ccccc23)NC(=O)N(CC(=O)NC2CCS(=O)(=O)C2)C1=O (stereo not given)
0	-6%	u	-3%	CC1=CC(C)(C)N2C(=O)C3(C(C#N)=C(N)OC4=C3C(=O)CC(C)(C)C4)c3cc(C)cc1c32 (stereo not given)
5	-13%	27	u	Cc1ccc(NC(=S)Nc2ccc(Br)cc2)cc1
8	-1%	u	-4%	CC(C)COC(=O)N1CCCC1C(=O)Nc1nccs1 (stereo not given)
13	-2%	u	3%	O=C(NCc1ccccc1)c1ccc(C(=O)N(C2CCCCC2)C2CCCCC2)cc1
4	6%	-19	11%	COc1ccccc1N1CCN(C(=O)Cn2c(=O)[nH]c3ccsc3c2=O)CC1
3	u	21	x	O=C(Cc1ccc(Cl)cc1)NC(=S)Nc1ccccc1N1CCOCC1
1	-4%	-9	2%	CC(=O)OC(C(=O)NC1CCCCC1)c1ccc(Cl)cc1 (stereo not given)
11	-4%	-7	-4%	Cc1cc(N2CCCC2=O)cc(C)c1S(N)(=O)=O

Bioassay records from PubChem BioAssay.
